# From PubChem BioAssay
# IDE exosite FP: exo-site inhibitors of human IDE, primary screen, biochemical, fluorescence anisotropy, probe displacement | z-score at 20 µM | purified IDE, FL-6b probe fluorescence polarization; hits give low values | Insulin-degrading enzyme (Homo sapiens), P14735 | 17,000 compounds, 6.3% hits;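 active = z-score of -3 or lower, meaning strong loss of probe binding signal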;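 also: His-tagged human IDE residues 42-1019 made in E. coli with 30 nM FL-6b probe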
# Target sequence (P14735 42-1019 limits assumed): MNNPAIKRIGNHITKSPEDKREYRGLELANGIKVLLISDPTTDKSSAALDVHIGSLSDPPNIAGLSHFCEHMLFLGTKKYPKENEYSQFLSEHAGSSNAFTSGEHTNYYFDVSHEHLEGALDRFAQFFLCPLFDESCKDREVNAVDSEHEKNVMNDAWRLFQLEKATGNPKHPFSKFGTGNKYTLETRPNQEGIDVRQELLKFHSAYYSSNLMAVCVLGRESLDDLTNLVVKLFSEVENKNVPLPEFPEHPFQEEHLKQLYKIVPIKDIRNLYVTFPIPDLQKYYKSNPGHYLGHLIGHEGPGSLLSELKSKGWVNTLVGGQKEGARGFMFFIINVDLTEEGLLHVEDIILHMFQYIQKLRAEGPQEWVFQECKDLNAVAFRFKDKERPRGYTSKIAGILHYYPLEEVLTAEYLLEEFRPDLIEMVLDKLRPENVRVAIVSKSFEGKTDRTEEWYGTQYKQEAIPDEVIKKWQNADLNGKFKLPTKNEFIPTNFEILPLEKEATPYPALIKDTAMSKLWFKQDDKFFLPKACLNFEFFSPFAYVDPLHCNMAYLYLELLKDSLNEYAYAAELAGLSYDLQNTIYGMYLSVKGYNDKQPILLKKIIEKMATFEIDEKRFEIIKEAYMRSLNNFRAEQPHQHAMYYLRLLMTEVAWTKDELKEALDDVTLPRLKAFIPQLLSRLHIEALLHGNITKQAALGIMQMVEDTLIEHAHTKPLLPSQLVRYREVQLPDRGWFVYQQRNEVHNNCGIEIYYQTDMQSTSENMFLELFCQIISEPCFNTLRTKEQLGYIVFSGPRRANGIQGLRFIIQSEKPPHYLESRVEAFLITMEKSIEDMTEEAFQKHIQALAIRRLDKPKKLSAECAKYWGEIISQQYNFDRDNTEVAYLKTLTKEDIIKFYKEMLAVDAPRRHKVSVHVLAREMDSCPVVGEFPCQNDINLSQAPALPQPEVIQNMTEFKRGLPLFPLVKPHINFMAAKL
# * = called active by the depositor; & = joins results of further samples; ! = repeats disagree.
SMILES,IDE exosite FP
N#Cc1cccc(-c2ccc3c(c2)[C@@H]2[C@@H](CCN2Cc2ccc4c(c2)OCO4)[C@@H](CO)N3)c1,0.14
CC(=O)NC[C@H]1[C@@H](c2ccc(C3=CCCC3)cc2)[C@@H](CO)N1C(=O)C1CCC1,0.91
COc1ccc(C(=O)N2C[C@H]3[C@@H](c4ccccc42)[C@H](CO)N3C(=O)NC(C)C)cc1,2.9
CCCC#Cc1ccc([C@@H]2[C@H](CO)N3CCCCN(Cc4ccncc4)C[C@@H]23)cc1,2.8
COc1ccc2c3c(n(C)c2c1)[C@@H](CO)N(C(=O)Nc1ccc(F)cc1)CC31CN(Cc2ccccc2F)C1,0.82
CCS(=O)(=O)N1CC(=O)N2[C@H](CO)[C@@H](c3ccc(C#CCc4ccccc4)cc3)[C@@H]2C1,1.7
CC(=O)N1CC2(C1)[C@@H](c1ccccc1)[C@@H](CO)N2C(=O)Cc1ccccc1,-0.36
C[C@H](O)C#Cc1ccc([C@@H]2[C@@H](CO)N3CCCCN(C(=O)c4cccc(F)c4)C[C@@H]23)cc1,3
CN1C[C@@H]2[C@H](c3ccccc31)[C@@H](CO)N2Cc1ccccc1Cl,-1.4
C[C@H]1CN([C@@H](C)CO)C(=O)Cc2cc(N(C)C)ccc2O[C@@H]1CN(C)Cc1ccc(-c2ccccc2)cc1,-0.9
COc1ccc2c3c([nH]c2c1)[C@H](CO)N(C(=O)CN(C)C)CC31CCN(Cc2cncnc2)CC1,1.3
N#C[C@H]1[C@@H](c2ccccc2-c2ccccc2F)[C@@H](CO)N1C(=O)c1cccc(F)c1,1.2

# 6 compounds out of the list, sorted by formula weight, descending.
SMILES,IDE exosite FP
COc1ccc2c3c(n(C)c2c1)[C@@H](CO)N(C(=O)Nc1ccc(F)cc1)CC31CN(Cc2ccccc2F)C1,0.82
C[C@H]1CN([C@@H](C)CO)C(=O)Cc2cc(N(C)C)ccc2O[C@@H]1CN(C)Cc1ccc(-c2ccccc2)cc1,-0.9
CCS(=O)(=O)N1CC(=O)N2[C@H](CO)[C@@H](c3ccc(C#CCc4ccccc4)cc3)[C@@H]2C1,1.7
COc1ccc(C(=O)N2C[C@H]3[C@@H](c4ccccc42)[C@H](CO)N3C(=O)NC(C)C)cc1,2.9
CCCC#Cc1ccc([C@@H]2[C@H](CO)N3CCCCN(Cc4ccncc4)C[C@@H]23)cc1,2.8
CN1C[C@@H]2[C@H](c3ccccc31)[C@@H](CO)N2Cc1ccccc1Cl,-1.4

# (cont.)
SMILES,IDE exosite FP
O=C(C1CCOCC1)N1C[C@@H]2N[C@H](C1)C2c1ccc(-c2ccccc2F)cc1 (stereo not given in full),-3*!
OC[C@@H]1[C@@H](c2ccc(C#CC3(O)CCCC3)cc2)[C@H]2CN(Cc3ccncc3)CCCCN12,3.2
CO[C@H]1CN(C)C(=O)c2cc(NC(=O)NC(C)C)ccc2OC[C@@H](C)N(C(=O)CN(C)C)C[C@@H]1C,0.47
OC[C@@H]1[C@H](c2ccc(C#Cc3ccccc3)cc2)[C@H]2CN(Cc3cncnc3)CCCCN12,-8.5*
CC(C)NC(=O)N1CC(=O)N2[C@H](CO)[C@@H](c3ccc(C#CCN(C)C)cc3)[C@@H]2C1,4.7
Cc1cccc(S(=O)(=O)N2C[C@@H]3[C@H](c4ccccc42)[C@H](CO)N3CC2CCCC2)c1,2.4
C[C@H](O)C#Cc1ccc([C@H]2[C@@H](CO)N3CCCCN(C(=O)Nc4ccccc4)C[C@@H]23)cc1,2.3
COc1ccccc1-c1ccc2c(c1)O[C@@H](CN(C)CC1CCOCC1)[C@H](C)CN([C@H](C)CO)S2(=O)=O,1.3
COc1ccc(CN2C[C@@H](O)COC[C@@H]3O[C@@H](CC(=O)N(C)C)CC[C@H]32)cc1,-0.83
Cn1cnc(S(=O)(=O)N2CCCCN3[C@H](CO)[C@H](c4ccc(-c5ccc(F)cc5)cc4)[C@@H]3C2)c1,3.9
CCCC(=O)Nc1ccc2c(c1)OC[C@@H](C)NC[C@H](C)[C@@H](OC)CN(C)C2=O,0.87
CO[C@@H](CN(C)C(=O)c1cnccn1)[C@H](C)CN([C@H](C)CO)S(=O)(=O)c1ccccc1,-0.079
COc1ccc(S(=O)(=O)Nc2ccc3c(c2)C(=O)N([C@H](C)CO)C[C@H](C)[C@@H](CN(C)C(=O)Nc2c(C)noc2C)OCCCC[C@@H](C)O3)cc1,0.58
CCS(=O)(=O)N1CC2(C1)CN(S(=O)(=O)c1cccc(OC)c1)[C@@H](CO)c1[nH]c3cc(OC)ccc3c12,0.76
COCC(=O)N1[C@H](CO)[C@H](c2ccc(C#CCC3CCCC3)cc2)[C@@H]1C#N,1.3
COc1ccc(C#Cc2cccc(-c3nc(C(=O)Nc4ccc(-c5ccccc5)cc4)cc4c3[C@@H](CCO)N(S(=O)C(C)(C)C)C4)c2)cc1OC (stereo not given in full),-0.52
COc1ccc2c3c(n(C)c2c1)[C@H](CO)N(Cc1ccccc1)CC31CN(C(=O)c2ccccc2F)C1,-0.91
C[C@H]1CN([C@@H](C)CO)C(=O)CCCn2nncc2CO[C@@H]1CN(C)Cc1ccc2c(c1)OCCN2C,-0.95
CC(C)NC(=O)N1CCCCN2[C@@H](CO)[C@@H](c3ccc(C#CC4CC4)cc3)[C@@H]2C1,-1.1
O=C(c1ccc(F)cc1)N1CC(=O)N2[C@@H](CO)[C@@H](c3ccc(C#CCC4CCCC4)cc3)[C@@H]2C1,-0.54
C/C=C/c1ccc([C@H]2[C@@H](C#N)N(C(=O)c3cccnc3)[C@@H]2CO)cc1,1
Cc1noc(C)c1S(=O)(=O)N(C)C[C@@H]1OCCCC[C@H](C)Oc2ccc(NS(=O)(=O)c3cn(C)cn3)cc2C(=O)N([C@H](C)CO)C[C@@H]1C,1.5
Cc1ccccc1-c1ccc([C@H]2[C@@H](CO)N3CCCCN(C(=O)CN4CCOCC4)C[C@H]23)cc1,-9.9*
COc1cccc(NC(=O)C[C@@H]2CC[C@H]3[C@H](COc4ccc(NC(=O)C5CC5)cc4C(=O)N3C)O2)c1,-0.56
CCCNC(=O)N1C[C@@H]2[C@H](c3ccccc31)[C@@H](CO)N2C(=O)Nc1ccccc1F,-0.32
CN1C(=O)c2cc(NC(=O)c3cnccn3)ccc2OC[C@H]2O[C@@H](CC(=O)NCC3CCCCC3)CC[C@@H]21,-1
Cc1ccc(-c2ccc(C3[C@H]4CNC[C@@H]3N4S(=O)(=O)c3cn(C)cn3)cc2)cc1 (stereo not given in full),3.7&2.6
N#C[C@H]1[C@H](c2ccc(C#CC3CC3)cc2)[C@@H](CO)N1S(=O)(=O)c1ccccc1,3.5
O=C(C[C@@H]1CC[C@@H]2[C@H](COC[C@H](O)CN2C(=O)c2ccncc2)O1)Nc1ccc(-c2ccccc2)cc1,0.93
CC(C)C#Cc1ccc([C@@H]2[C@H](CO)N3C(=O)CN(C(=O)Cc4cccnc4)C[C@@H]23)cc1,4.9
CN1C(=O)c2cc(NC(=O)Cc3cccs3)ccc2OC[C@@H]2O[C@H](CC(=O)NCCCN3CCOCC3)CC[C@H]21,0.06
C[C@H](CO)N1C[C@H](C)[C@H](CN(C)S(=O)(=O)c2ccccc2F)Oc2ncc(/C=C/c3ccccc3)cc2C1=O,-1.7
C[C@@H]1CCCCO[C@@H](CN(C)S(=O)(=O)c2cn(C)cn2)[C@@H](C)CN([C@@H](C)CO)C(=O)c2cc(N(C)C)ccc2O1,0.95
Cc1ccc(-c2ccc([C@H]3[C@@H](CO)N4CCCCN(C(=O)Nc5ccccc5)C[C@H]34)cc2)cc1,1.4
O=C(C1CCOCC1)N1CC(=O)N2[C@H](C1)[C@H](c1ccc(C#Cc3cccc(F)c3)cc1)[C@@H]2CO,-8.4*
COCC#Cc1ccc([C@H]2[C@@H](CO)N3CCCCN(S(=O)(=O)c4ccc(OC)cc4)C[C@@H]23)cc1,4.8
CC(C)NC(=O)N1[C@H](CO)[C@@H](c2ccccc2)[C@@H]1CN(C)C(=O)c1ccncc1,3
O=C1CN(Cc2ccccc2)C[C@H]2[C@@H](c3ccc(-c4ccccc4)cc3)[C@@H](CO)N12,3
COc1ccc(C#Cc2ccc([C@H]3[C@H](CO)N4C(=O)CN(C(=O)C5CCOCC5)C[C@@H]34)cc2)cc1,-1.1
COc1ccc(-c2ccccc2[C@H]2[C@@H](CO)N(C(=O)NC3CCCCC3)[C@H]2C#N)cc1,1.7
O=C(N[C@H]1C=C[C@@H](CC(=O)N2CCC(Cc3ccccc3)CC2)O[C@@H]1CO)c1cnccn1,-0.65
Cc1ccccc1-c1ccc([C@H]2[C@H]3CN(S(C)(=O)=O)CC(=O)N3[C@H]2CO)cc1,-0.36
COCC(=O)N(C[C@H]1N[C@H](CO)[C@@H]1c1ccc(-c2cncnc2)cc1)C(C)C,0.88
CN(C)C(=O)c1ccc(-c2ccc([C@H]3[C@@H](CO)N4C(=O)CN(C(=O)C5CCC5)C[C@@H]34)cc2)cc1,0.92
CCCN(C)C[C@@H]1OCCCC[C@H](C)Oc2ccc(NC(=O)CCCN(C)C)cc2C(=O)N([C@H](C)CO)C[C@@H]1C,1.3
N#C[C@@H]1[C@H](c2ccccc2C2=CCCCC2)[C@@H](CO)N1C(=O)c1cccc(F)c1,3.4
COc1ccccc1-c1cn(CC[C@H]2CC[C@H](NC(=O)C3CCCCC3)[C@@H](CO)O2)nn1,-0.011
COc1cccc(C(=O)Nc2ccc3c(c2)C(=O)N(C)C[C@@H](OC)[C@H](C)CN(C(=O)C2CC2)[C@H](C)CO3)c1,0.051

# Looked up by compound from above:
SMILES,IDE exosite FP
CCCN(C)C[C@@H]1OCCCC[C@H](C)Oc2ccc(NC(=O)CCCN(C)C)cc2C(=O)N([C@H](C)CO)C[C@@H]1C,1.3
N#C[C@@H]1[C@H](c2ccccc2C2=CCCCC2)[C@@H](CO)N1C(=O)c1cccc(F)c1,3.4

# The list goes on:
SMILES,IDE exosite FP
COc1ccccc1-c1ccc([C@H]2[C@@H](C#N)N(C(=O)C3CCOCC3)[C@H]2CO)cc1,-6.9*
CN(C)CC#Cc1ccc([C@H]2[C@@H](CO)N3CCCCN(C(=O)NC4CCCC4)C[C@H]23)cc1,3
CO[C@H](CN(C)C(=O)C1CCOCC1)[C@@H](C)CN([C@@H](C)CO)S(=O)(=O)c1ccccc1,0.31
C[C@H]1CN([C@@H](C)CO)S(=O)(=O)c2ccc(C#CC(C)(C)O)cc2O[C@@H]1CN(C)Cc1ccc(F)cc1,-0.67
OC[C@H]1[C@@H](c2ccc(-c3ccc(F)cc3)cc2)[C@H]2CN(Cc3ccncc3)CCCCN21,4
C[C@H](NC(=O)C[C@H]1CC[C@@H]2[C@@H](COc3ccc(NS(=O)(=O)c4ccc(Cl)cc4)cc3C(=O)N2C)O1)c1ccccc1,-0.44
CC(=O)N1CCCCN2[C@H](CO)[C@H](c3ccc(-c4ccc(C)cc4)cc3)[C@H]2C1,-1.8
COc1cccc(S(=O)(=O)N[C@H]2CC[C@@H](CC(=O)NC3Cc4ccccc4C3)O[C@@H]2CO)c1,0.7
CO[C@@H]1CN(C)C(=O)c2cc(NC(=O)C3CCCCC3)ccc2OC[C@H](C)N(Cc2cccnc2)C[C@H]1C,1.3
OC[C@H]1[C@H](c2ccc(-c3ccc(F)cc3)cc2)[C@@H]2CN(CCC(F)(F)F)CCCCN12,-0.72
COc1ccc(-c2ccc([C@@H]3[C@H](C#N)N(C(=O)c4cccc(F)c4)[C@H]3CO)cc2)cc1,2.9
C[C@@H]1CN([C@@H](C)CO)C(=O)c2cc(NS(=O)(=O)c3ccccc3)ccc2O[C@@H](C)CCCCO[C@H]1CN(C)C(=O)C1CCCCC1,0.35

# In the list so far, two have an NH in an aromatic ring:
SMILES,IDE exosite FP
COc1ccc2c3c([nH]c2c1)[C@H](CO)N(C(=O)CN(C)C)CC31CCN(Cc2cncnc2)CC1,1.3
CCS(=O)(=O)N1CC2(C1)CN(S(=O)(=O)c1cccc(OC)c1)[C@@H](CO)c1[nH]c3cc(OC)ccc3c12,0.76

# (listing goes on)
SMILES,IDE exosite FP
CN(C)C(=O)c1ccc(-c2ccc([C@H]3[C@H](C#N)N(C(=O)Cc4ccccn4)[C@H]3CO)cc2)cc1,1.4
Cc1ccccc1S(=O)(=O)N1CC(=O)N2[C@H](C1)[C@@H](c1ccc(C#CC3CC3)cc1)[C@@H]2CO,-0.15
C[C@@H]1CN([C@@H](C)CO)C(=O)c2ccccc2-c2ccccc2CO[C@@H]1CN(C)C(=O)[C@@H](Cc1ccccc1)N(C)C,0.55
Cc1ccc(S(=O)(=O)N2C[C@@H](O)COC[C@@H]3O[C@@H](CC(=O)NCc4ccc5c(c4)OCO5)CC[C@H]32)cc1,0.72
COCC#Cc1ccc([C@@H]2[C@H]3CN(C(=O)C4CCC4)CC(=O)N3[C@H]2CO)cc1,0.077
CCCNC(=O)N1[C@H](C#N)[C@H](c2ccc(C#Cc3ccc(F)cc3)cc2)[C@@H]1CO,2.2
CN(C)CCCNC(=O)C[C@@H]1CC[C@@H]2[C@H](COC[C@H](O)CN2CC2CC2)O1,-1.4
C[C@@H](O)C#Cc1ccc([C@H]2[C@@H](CO)N3CCCCN(CC4CCOCC4)C[C@@H]23)cc1,1.6
COc1cccc(-c2ccc(C3[C@H]4CNC[C@@H]3N4Cc3ccc4c(c3)OCO4)cc2)c1 (stereo not given in full),-1.1&-0.76
O=C(Nc1ccc(F)cc1)N1CCCCN2[C@H](CO)[C@H](c3ccc(-c4cccc(F)c4)cc3)[C@H]2C1,0.9
CN(C)CC(=O)N1[C@H](CO)[C@H](c2ccc(C#CC3CC3)cc2)[C@@H]1C#N,1.7
O=C(C[C@H]1CC[C@@H]2[C@H](COC[C@H](O)CN2Cc2nccs2)O1)N1CCC(Cc2ccccc2)CC1,-1.6
C[C@@H]1CN([C@@H](C)CO)C(=O)c2ccccc2-c2ccccc2CO[C@@H]1CN(C)S(=O)(=O)Cc1ccccc1,-0.42
O=C(c1ccc(F)cc1)N1CC(=O)N2[C@H](CO)[C@@H](c3ccc(/C=C/c4ccccc4)cc3)[C@@H]2C1,0.7

# Some of the compounds tested (hit frequency here may not be typical).
